From PubChem BioAssay
PGC1a acetyl inh = PGC1a acetylation modulation, inhibitor mode; U2OS PGC1a acetylation, AlphaScreen anti-acetyl-lysine; with virally co-expressed GCN5 acetyltransferase; inhibition, % at 15.6 µM; actives 0.17% (n = 350,000); AID 651687;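 active means every replicate shows inhibition of at least 40%; inconclusive means mean inhibition at least 40% but some replicate below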;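 further: 0% = neutral control wells and 100% = positive control wells; some results beyond the cut were filed as inactive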
PAX8 reporter = PAX8 transcriptional activity inhibition | RMG-I TPO-luciferase reporter, SteadyGlo, 24 h | inhibition, % at 12.6 µM | actives 1.2% (n = 360,000) | AID 652154;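 active means mean replicate inhibition at least 60% with every replicate also reaching 60%; inconclusive means only one of the two criteria is met; inactive means mean below 60% and not all replicates reaching 60%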;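 further: luciferase light reporting Pax8 driven TPO promoter activity; plate controls were median of neutral control wells for no effect and mitoxantrone controls for full effect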
LGR2 inh = blocks bursicon-induced cAMP signaling via Drosophila LGR2 | HEK293 LGR2, CRE-luciferase, bursicon-stimulated, 4 h | inhibition, % at 9.99 µM | actives 0.35% (n = 380,000) | AID 720647;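 active means drop in luminescence signal, shown as inhibition above about 50% in the replicate tests, limit read from the data, passing the limit was not always enough; inconclusive means probably only some replicates passing the limit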;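 further: agonist challenge used bursicon conditioned medium at about half maximal strength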
FN deposition inh = fibronectin deposition inhibition; inhibition, % at 12.6 µM; AH1F fibroblasts, Alexa488-fibronectin deposition fluorescence, overnight; actives 0.086% (n = 350,000);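 active means mean inhibition across replicates of 30% or more, regardless of how many single replicates reach that level; inconclusive means mean under 30% yet at least half of replicates reach 30%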;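 further: positive control wells lacked labelled fibronectin entirely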
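Material: AH1F fibroblast monolayer depositing Alexa488-labelled fibronectin into matrix / Amount: 10000 AH1F cells per well / Signal: fluorescence 485/525 nm / Medium: DMEM, 2% serum / Compound: single dose, pinned / Incubation: 1 h cell adhesion before compound, then overnight fibronectin incubation / Reagent: Alexa488-FN, 24 nM final / Read-out: inhibition of fibronectin deposition signal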
S100A4 inh HTS = S100A4-myosin IIA interaction inhibition; AID 652163; S100A4/TAMRA-MyoIIA peptide fluorescence polarization; actives 0.14% (n = 360,000); P26447; inhibition, % at 10.7 µM;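 active means mean inhibition of at least 70% across replicates, with every replicate also reaching that level; inconclusive means mean inhibition reaches 70% but some replicates fall short; inactive means mean inhibition below 70%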
Target sequence (P26447 whole entry, looked up): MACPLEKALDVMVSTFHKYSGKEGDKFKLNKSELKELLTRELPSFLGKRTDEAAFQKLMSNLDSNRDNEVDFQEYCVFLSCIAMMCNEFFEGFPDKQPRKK
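Test system: S100A4 monomer protein; Medium: HEPES pH 7.2 with CaCl2, KCl, NaCl, DTT, Triton; Probe or stimulus: TAMRA-labelled myosin IIA heavy-chain peptide probe, 5 nM; Doses: one dose per compound; Times: polarization read 5 min after assay mix addition, stable 5–60 min; Benchmarks: neutral control DMSO, positive control TFP.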
ERAP1 HTS inh = ERAP1 (human) enzyme inhibition; recombinant ERAP1, Leu-AMC fluorescence, 60 min; inhibition, % at 10.7 µM; actives 0.15% (n = 340,000); AID 652197;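 active means mean replicate inhibition of at least 30%, or all replicates individually reaching that 30% level; inactive means mean below 30% and not every replicate reaching it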;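 further: 0% = neutral control wells and 100% = L-leucinethiol positive control wells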
Target sequence (Q9NZ08 whole entry, looked up): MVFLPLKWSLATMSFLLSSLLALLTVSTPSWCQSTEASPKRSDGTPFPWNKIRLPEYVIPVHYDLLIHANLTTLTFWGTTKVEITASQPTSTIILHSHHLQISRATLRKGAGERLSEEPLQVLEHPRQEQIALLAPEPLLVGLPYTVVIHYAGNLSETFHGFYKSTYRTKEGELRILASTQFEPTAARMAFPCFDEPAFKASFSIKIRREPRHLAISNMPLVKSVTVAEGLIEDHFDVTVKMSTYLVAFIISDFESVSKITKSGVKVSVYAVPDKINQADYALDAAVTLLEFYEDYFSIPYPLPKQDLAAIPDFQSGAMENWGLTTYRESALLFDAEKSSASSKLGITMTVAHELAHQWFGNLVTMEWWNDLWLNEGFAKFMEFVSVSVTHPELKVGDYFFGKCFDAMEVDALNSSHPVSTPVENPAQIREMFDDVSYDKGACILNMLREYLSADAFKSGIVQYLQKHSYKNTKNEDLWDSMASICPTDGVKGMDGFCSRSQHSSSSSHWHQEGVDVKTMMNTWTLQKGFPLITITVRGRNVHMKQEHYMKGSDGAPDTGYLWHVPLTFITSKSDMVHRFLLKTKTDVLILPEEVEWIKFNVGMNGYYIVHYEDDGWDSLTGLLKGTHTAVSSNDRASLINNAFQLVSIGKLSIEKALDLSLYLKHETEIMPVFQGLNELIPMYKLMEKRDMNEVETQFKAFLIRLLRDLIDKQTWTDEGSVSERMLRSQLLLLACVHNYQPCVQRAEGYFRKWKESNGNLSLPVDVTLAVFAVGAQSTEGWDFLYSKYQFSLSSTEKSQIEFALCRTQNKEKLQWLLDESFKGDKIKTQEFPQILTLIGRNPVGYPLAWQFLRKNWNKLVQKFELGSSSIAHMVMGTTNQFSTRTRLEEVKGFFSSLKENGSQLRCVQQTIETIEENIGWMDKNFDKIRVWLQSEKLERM
EWS-Fli block = inhibitors of EWS/Fli oncoprotein transcriptional activity | A673 NR0B1-luciferase reporter, viability-normalised | inhibition, % at 12.6 µM | actives 0.67% (n = 350,000) | AID 651661;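 active means mean inhibition of at least 50% after viability correction, with every replicate also passing that limit; inconclusive means mean reaches 50% but only one of two replicates passes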;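 further: firefly luciferase signal divided by Alamar Blue viability fluorescence both relative to DMSO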
PglD DTNB = blocks C. jejuni PglD acetyltransferase activity. purified PglD enzyme, DTNB colorimetric CoA detection. inhibition, % at 12.5 µM. actives 0.098% (n = 360,000). AID 602405; in the data active means inhibition above about 16%, passing the limit was not always enough; inconclusive means no clear call, values can overlap the other calls; further: strong numbers were not always called active
Numbers without * were called inactive; ? = inconclusive; · = no result given; & = joins results of further samples.

#1 C[C@@H]1CCCCO[C@@H](CN(C)CC2CCCCC2)[C@@H](C)CN([C@H](C)CO)C(=O)c2cc(NC(=O)NC3CCCCC3)ccc2O1
#2 O=C(COC(=O)c1ccco1)NCc1ccccc1Cl
#3 O=C(CCCN=C1NS(=O)(=O)c2ccccc21)OCc1ccc(F)cc1
#4 CC[N+]1(C)CCC(O)(/C=C/c2ccccc2)C(C(=O)/C=C/c2ccccc2)C1 (centres undefined)
#5 Cc1ccc(NS(=O)(=O)c2ccccc2)c2c1CC(C)(C)O2
#6 COc1ccc(-n2nc(C(=O)NCC(=O)NCCCN3CCOCC3)c3ccccc3c2=O)cc1OC
#7 O=C(C[C@H]1C[C@@H]2c3cc(NS(=O)(=O)c4ccc(F)cc4)ccc3O[C@@H]2[C@@H](CO)O1)NCc1ccc(Oc2ccccc2)cc1
#8 COc1ccc(NS(=O)(=O)c2cc(NC(=O)c3ccc(F)cc3)ccc2OC)cc1

| assay / compound | 1 | 2 | 3 | 4 | 5 | 6 | 7 | 8 |
| --- | --- | --- | --- | --- | --- | --- | --- | --- |
| PGC1a acetyl inh | -3 | 2 | · | -32 | -13 | · | -3 | 4 |
| PAX8 reporter | 5 | -6 | -12 | 67* | 15 | 16 | 101* | 7 |
| LGR2 inh | 1 | · | -9 | 24 | · | 14 | ? | 7 |
| FN deposition inh | 8 | 5 | 0 | 0 | 4 | 3 | · | 10 |
| S100A4 inh HTS | · | -3 | -3 | -2 | · | -1 | 7 | · |
| ERAP1 HTS inh | · | 5 | 2 | 3 | · | 0 | 0 | · |
| EWS-Fli block | -1 | -4 | -8 | 8 | · | -8 | 49 | · |
| PglD DTNB | 1 | -5 | · | · | -5 | -2 | 0 | 3 |

#9 CCCSc1ccc([C@H]2N[C@@](C)(C(=O)OC)[C@H]3C(=O)N(CC)C(=O)[C@@H]23)cc1
#10 COc1ccc2c3c(n(C)c2c1)[C@@H](CO)N(C(=O)c1ccncc1)CC31CN(C(C)=O)C1
#11 Cc1cc(Br)ccc1NC(=O)c1sc2ncn(CC(=O)N3CCN(c4ccccn4)CC3)c(=O)c2c1C
#12 O=C(CSc1nncc2ccccc12)Nc1ccc(F)cc1
#13 COc1cccc(CNC(=O)C2CCN(S(=O)(=O)N3CCC(C)CC3)CC2)c1
#14 O=C(C[C@H]1C=C[C@H](NC(=O)C2CCOCC2)[C@@H](CO)O1)NCC1CCCCC1
#15 COc1ccc(Cl)cc1NC(=O)CN(C)C(=O)c1cc2c(F)cccc2s1
#16 C[C@@H]1CN([C@@H](C)CO)C(=O)c2cc(NC(=O)Nc3ccc4c(c3)OCO4)ccc2O[C@@H](C)CCCCO[C@@H]1CN(C)C(=O)NC1CCCCC1

| assay / compound | 9 | 10 | 11 | 12 | 13 | 14 | 15 | 16 |
| --- | --- | --- | --- | --- | --- | --- | --- | --- |
| PGC1a acetyl inh | 7 | -13 | 1 | · | 3 | 7 | -23 | 1 |
| PAX8 reporter | 5 | -11 | 3 | -2 | -25 | · | 24 | -3 |
| LGR2 inh | -14 | -3 | 7 | -5 | -11 | 15 | 9 | 2 |
| FN deposition inh | -14 | -11 | 6 | -1 | 12 | -1 | 20 | -2 |
| S100A4 inh HTS | -13 | 1 | -1 | -2 | -1 | 3 | -2 | -33 |
| ERAP1 HTS inh | -3 | 0 | 5 | -4 | -3 | -2 | 0 | -2 |
| EWS-Fli block | -8 | -1 | · | -4 | · | -6 | 43 | -7 |
| PglD DTNB | -5 | · | 2 | 3 | -1 | 1 | 3 | 3 |

#17 CC1(C)CC(=O)C=C(c2ccc3[nH]ccc3c2)C1
#18 CO[C@H]1CN(C)C(=O)c2ccc(NC(=O)CC(F)(F)F)cc2OC[C@@H](C)N(C(=O)C2CCCCC2)C[C@@H]1C
#19 O=C(c1cc(S(=O)(=O)N2CCOCC2)ccc1F)N1CCc2ccccc21
#20 COc1ccccc1CN1CC[C@@H]2[C@H](CO)Nc3ccc(-c4cccc(C(=O)N(C)C)c4)cc3[C@@H]21
#21 CN(C)CC#Cc1ccc([C@@H]2[C@H]3CN(C(=O)CN(C)C)CCCCN3[C@H]2CO)cc1
#22 CC(C)NC(=O)Nc1ccc2c(c1)C(=O)N([C@H](C)CO)C[C@H](C)[C@H](CN(C)Cc1ccc3c(c1)OCO3)OCCCC[C@H](C)O2
#23 Cc1ccnc(NC(=O)CCc2c[nH]c3ccccc23)c1
#24 Cc1cc(C)c(CN2CCCC(CNC(=O)c3ccc(F)cc3)C2)c(-n2cccn2)c1 (centres undefined)

| assay / compound | 17 | 18 | 19 | 20 | 21 | 22 | 23 | 24 |
| --- | --- | --- | --- | --- | --- | --- | --- | --- |
| PGC1a acetyl inh | · | 13 | -5 | 2 | 5 | 1 | · | · |
| PAX8 reporter | -60 | -13 | 18 | -14 | -18 | 10 | -47 | 19 |
| LGR2 inh | -11 | 9 | -6 | -3 | 0 | 5 | -17 | 21 |
| FN deposition inh | 17 | 0 | -6 | 0 | · | -3 | · | -6 |
| S100A4 inh HTS | -3 | -2 | -5 | -18 | 52 | · | -2 | 1 |
| ERAP1 HTS inh | 3 | 0 | 1 | -15 | 2 | · | 2 | -1 |
| EWS-Fli block | -49 | 8 | 12 | 1 | 7 | 4 | · | 4 |
| PglD DTNB | -3 | · | -5 | -1 | -4 | 1 | 1 | · |

2 entries from above in another layout:
Each structure is followed by: PGC1a acetyl inh | PAX8 reporter | LGR2 inh | FN deposition inh | S100A4 inh HTS | ERAP1 HTS inh | EWS-Fli block | PglD DTNB
14. O=C(C[C@H]1C=C[C@H](NC(=O)C2CCOCC2)[C@@H](CO)O1)NCC1CCCCC1
    7 | · | 15 | -1 | 3 | -2 | -6 | 1
15. COc1ccc(Cl)cc1NC(=O)CN(C)C(=O)c1cc2c(F)cccc2s1
    -23 | 24 | 9 | 20 | -2 | 0 | 43 | 3

Other structures
#25 Nc1cccc2cc(-c3ccccc3)oc12
#26 CC(C)(CC(=O)O)CC(=O)NCc1c(Cl)cccc1Oc1ccccc1
#27 CC12CCC(=O)N1C(C(=O)Nc1nc3ccc(Cl)cc3s1)CS2 (centres undefined)
#28 CCN(c1ccccc1)S(=O)(=O)c1cc(OC)ccc1OC
#29 C[C@H](CO)N1C[C@H](C)[C@H](CN(C)C(=O)Nc2ccc(F)cc2)OCCCC[C@H](C)Oc2ccc(NS(=O)(=O)c3ccccc3)cc2C1=O
#30 O=C(c1ccc2nc[nH]c2c1)N1CCN(S(=O)(=O)c2cccc(F)c2)CC1
#31 C[C@@H]1CN([C@@H](C)CO)S(=O)(=O)c2ccc(C#Cc3cccc(F)c3)cc2O[C@@H]1CN(C)CC1CC1
#32 COC(=O)COc1ccc(C2NC(=O)NC(C)=C2C(=O)NCc2ccccc2)cc1OC (centres undefined)

| assay / compound | 25 | 26 | 27 | 28 | 29 | 30 | 31 | 32 |
| --- | --- | --- | --- | --- | --- | --- | --- | --- |
| PGC1a acetyl inh | · | · | 6 | -37 | 2 | · | -9&-11 | -3 |
| PAX8 reporter | -167 | -16 | 7 | · | -5 | 2 | 12&28 | -9 |
| LGR2 inh | -68 | 5 | -13 | 5 | -11 | -1 | -1 | -5 |
| FN deposition inh | 11 | 4 | -12 | 6 | · | -2 | -11 | 4 |
| S100A4 inh HTS | -4 | -2 | 0 | · | -13 | -1 | 2&9 | -1 |
| ERAP1 HTS inh | -1 | -9 | 0 | · | -3 | 0 | 4&-4 | · |
| EWS-Fli block | -100 | 5 | -20 | · | -4 | 3 | 6&-11 | 4 |
| PglD DTNB | 3 | · | 5 | 2 | -4 | 5 | 5&4 | -3 |

#33 CCOc1ccccc1OCCn1nc2ccccc2n1
#34 CCOC(=O)CNC(=S)NN(C)C
#35 O=C(NCc1ccccc1)c1onc(CSc2ccc(F)cc2)c1C(=O)NCc1ccccc1
#36 CN1c2ccc(C#Cc3cccnc3)cc2[C@@H]2[C@@H](CCN2C(=O)C2CCCC2)[C@@H]1CO
#37 CC1(C)CC(=O)C(CC2=C(O)CC(C)(C)CC2=O)C(=O)C1
#38 COc1cccc(CN2CC3(CN(C(C)=O)C3)c3c(n(C)c4cc(OC)ccc34)[C@H]2CO)c1
#39 CCOC(=O)N(C)C[C@@H]1OCc2cnnn2CCCC(=O)N([C@H](C)CO)C[C@H]1C
#40 CCCCCCOc1ccc(N2C(=O)CC(SCCN)C2=O)cc1 (centres undefined)

| assay / compound | 33 | 34 | 35 | 36 | 37 | 38 | 39 | 40 |
| --- | --- | --- | --- | --- | --- | --- | --- | --- |
| PGC1a acetyl inh | 9 | · | -6 | · | 3 | 10 | 5&6 | 5 |
| PAX8 reporter | -21 | 13 | 3 | · | 2 | · | -6&27 | 11 |
| LGR2 inh | 14 | 4 | 7 | -11 | · | -7 | -18&-11 | 1 |
| FN deposition inh | -2 | -4 | -5 | 17 | -2 | · | -4&-2 | -3 |
| S100A4 inh HTS | -2 | -4 | · | -14 | · | -2 | -6&2 | -2 |
| ERAP1 HTS inh | 1 | -1 | · | -1 | · | -2 | 0&-3 | 5 |
| EWS-Fli block | 18 | 8 | 17 | 2 | · | -5 | -1&6 | 15 |
| PglD DTNB | -1 | -2 | -3 | · | 10 | · | -6&2 | -3 |

#41 COc1ccc(-c2cc(C(=O)N/N=C(\C)c3ccco3)c3ccccc3n2)c(OC)c1
#42 C[C@@H]1CCCCO[C@@H](CN(C)C(=O)C2CCCCC2)[C@H](C)CN([C@H](C)CO)C(=O)c2cc(NC(=O)Nc3ccc4c(c3)OCO4)ccc2O1
#43 Cc1ccc(C)c(S(=O)(=O)N2CCN(c3nc(CN4CCOCC4)nc4sc(C)c(C)c34)CC2)c1
#44 C[C@@H]1CN([C@H](C)CO)C(=O)c2cc(-c3ccc(C#N)cc3)cnc2O[C@H]1CN(C)CC1CCCCC1
#45 C=COC(=O)CSc1nc(-c2cccs2)ccc1C#N

| assay / compound | 41 | 42 | 43 | 44 | 45 |
| --- | --- | --- | --- | --- | --- |
| PGC1a acetyl inh | · | 7 | 2 | -9 | -11 |
| PAX8 reporter | 10 | · | 20 | -11 | · |
| LGR2 inh | -8 | -2 | 10 | 19 | -96 |
| FN deposition inh | -1 | · | -17 | · | · |
| S100A4 inh HTS | -6 | -9 | -2 | 23 | -4 |
| ERAP1 HTS inh | 2 | 2 | 4 | -5 | 5 |
| EWS-Fli block | -1 | 16 | 8 | -9 | -48 |
| PglD DTNB | -7 | 2 | 3 | -8 | 1 |

Record cards, as listed above.
C[C@@H]1CN([C@H](C)CO)C(=O)c2cc(-c3ccc(C#N)cc3)cnc2O[C@H]1CN(C)CC1CCCCC1 is listed as PGC1a acetyl inh: -9; PAX8 reporter: -11; LGR2 inh: 19; FN deposition inh: ·; S100A4 inh HTS: 23; ERAP1 HTS inh: -5; EWS-Fli block: -9; PglD DTNB: -8
CO[C@H]1CN(C)C(=O)c2ccc(NC(=O)CC(F)(F)F)cc2OC[C@@H](C)N(C(=O)C2CCCCC2)C[C@@H]1C is listed as PGC1a acetyl inh: 13; PAX8 reporter: -13; LGR2 inh: 9; FN deposition inh: 0; S100A4 inh HTS: -2; ERAP1 HTS inh: 0; EWS-Fli block: 8; PglD DTNB: ·
